# GSH bead fluor: compound fluorescence on glutathione beads, profiling panel, artefact control, biophysical, 488/530 nm, flow cytometry; GSH beads flow cytometry, compound fluorescence 488/530 nm; stronger effect = higher value; fluorescence (KMESF) at 10 µM; actives 0.25% (n = 190,000); AID 1776, 2009; in the data active = fluorescence above about 89;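 note: glutathione beads carrying GST-tagged Bcl family fusion proteins plus one bare bead set; values are compound well signal with DMSO vehicle wells as background; inactives centre near 16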
# Avidin fluor: green autofluorescence of compounds with avidin beads – biophysical, 488/530 nm, flow cytometry, artefact control, profiling panel; fluorescence (KMESF) at 10 µM; actives 0.38% (n = 220,000); compound fluorescence 488/530 nm; stronger effect = higher value; AID 1775, 2009; in the data active = fluorescence above about 47; note: inactives centre near 10
# Mcl1-Noxa inh: Mcl-1/Noxa binding inhibitors, primary screen, biochemical, TR-FRET, 1536-well. actives 1.5% (n = 220,000). Induced myeloid leukemia cell differentiation protein Mcl-1 (Homo sapiens), Q07820. TR-FRET Mcl-1/Noxa peptide binding, 2 h. AID 1022, 2008. inhibition, % at 21.7 µM;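 active = compounds that cut the protein-peptide binding signal by more than 50% relative to plate controls in a single-dose test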;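 note: His-tagged Mcl-1 with rhodamine Noxa BH3 peptide and terbium anti-His antibody; 0% = Mcl-1 plus Noxa peptide wells and 100% = peptide-only wells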
# Target sequence (Q07820 whole entry, looked up): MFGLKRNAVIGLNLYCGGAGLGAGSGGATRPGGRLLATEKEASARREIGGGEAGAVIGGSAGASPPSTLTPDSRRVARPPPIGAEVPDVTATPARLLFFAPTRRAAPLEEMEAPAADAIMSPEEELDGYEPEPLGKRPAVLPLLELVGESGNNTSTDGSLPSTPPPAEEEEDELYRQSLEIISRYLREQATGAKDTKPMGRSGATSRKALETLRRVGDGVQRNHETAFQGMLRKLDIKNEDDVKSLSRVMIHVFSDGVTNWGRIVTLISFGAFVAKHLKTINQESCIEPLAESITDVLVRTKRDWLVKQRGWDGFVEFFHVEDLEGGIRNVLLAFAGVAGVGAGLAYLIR
# RGS4-Gao reg: modulators of RGS4 binding to Galphao, primary screen, biochemical, multiplexed bead flow cytometry; actives lie on both sides; binding response (% of control), % at 10 µM; actives 0.33% (n = 220,000); AID 1415, 2008; in the data active = binding response below about 49% or above about 150%; inactive = in between;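 note: fluorescent Galphao activated with aluminum fluoride binding bead-coupled RGS4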
# Target sequence (P09471 whole entry, looked up): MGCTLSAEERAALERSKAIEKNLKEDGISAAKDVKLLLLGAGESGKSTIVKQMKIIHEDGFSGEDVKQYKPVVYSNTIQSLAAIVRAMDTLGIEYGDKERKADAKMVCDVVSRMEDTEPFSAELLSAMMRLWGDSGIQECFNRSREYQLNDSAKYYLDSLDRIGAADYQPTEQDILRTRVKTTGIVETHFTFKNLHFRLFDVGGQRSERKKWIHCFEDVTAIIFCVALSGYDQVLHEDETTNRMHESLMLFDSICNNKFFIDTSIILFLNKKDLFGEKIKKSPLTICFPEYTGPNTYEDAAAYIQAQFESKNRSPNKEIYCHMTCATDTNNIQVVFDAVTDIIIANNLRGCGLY
# RGS7-Gao reg: RGS7-Galphao binding modulators, primary screen, biochemical, multiplexed bead flow cytometry; actives lie on both sides; binding response (% of control), % at 10 µM; actives 0.35% (n = 220,000); in the data active = binding response below about 49% or above about 150%; inconclusive = no clear call, values can overlap the other calls; inactive = in between;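 note: fluorescent Galphao held in activated GDP-AlF4 state binding bead-coupled RGS7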
# Pf gametocyte: late stage P. falciparum gametocyte viability inhibitors, primary screen, ATP luminescence, HTS. actives 0.065% (n = 150,000). P. falciparum stage V gametocytes, 24 h. inhibition, % at 10.9 µM. AID 743093, 2013;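 active = inhibition above the mean plus 3 SD of compounds within the control limits, set per campaign, cut at about 38% in these data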;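 note: 0% = DMSO wells and 100% = medium only without gametocytes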
# ABCB1 inh: ABCB1 efflux pump inhibitors, primary screen, cell-based, multiplex, flow cytometry, ABCG2 counter-screen | ATP-dependent translocase ABCB1 (Homo sapiens), P08183 | CCRF-Adr cells, JC-1 efflux | inhibition, % at 6.6 µM | actives 0.067% (n = 190,000); in the data active = inhibition above about 40%;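 note: 0% = vehicle and 100% = reference inhibitor; higher value means more JC-1 retained so stronger ABCB1 efflux block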
# ABCG2 block: ABCG2 efflux pump inhibitors, primary screen, multiplex with ABCB1, IgMXP3 cells, flow cytometry | AID 1325, 2008 | actives 0.1% (n = 190,000) | inhibition, % at 6.6 µM | Broad substrate specificity ATP-binding cassette transporter ABCG2 (Homo sapiens), Q9UNQ0 | JC-1 efflux;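 active = inhibition above 80%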;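 note: 0% = DMSO and 100% = nicardipine control wells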
#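 Measure – % inhibition of efflux relative to nicardipine and DMSO · Test system – ABCG2 IgMXP3 and barcoded ABCB1 CCRF-Adr cell mix · Control set – nicardipine as high control, DMSO as low control · Compound – one concentration, 6.6 µM final · Signal – flow cytometry of retained JC-1 fluorescence · Timing – 10 min exposure at 25 °C with rotation, no wash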
# Mcl1-Bid inh: Mcl-1/Bid binding inhibitors, primary screen, biochemical, TR-FRET, 1536-well. Induced myeloid leukemia cell differentiation protein Mcl-1 (Homo sapiens), Q07820. TR-FRET Mcl-1/Bid-Dy647 peptide binding. inhibition, % at 21.7 µM. actives 0.97% (n = 220,000). AID 1021, 2008;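 active = compounds that cut the binding signal by more than half at the single screening dose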;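 note: His-tagged Mcl-1 with europium anti-His antibody binding Bid BH3 peptide; 0% = Mcl-1 plus peptide wells and 100% = peptide-only wells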
# RGS8-Gao reg: RGS8-Galphao binding modulators, primary screen, biochemical, multiplexed bead flow cytometry; AID 1423, 2008; actives lie on both sides; Guanine nucleotide-binding protein G(o) subunit alpha (Homo sapiens), P09471; response (percent of control binding), % at 10 µM; actives 0.34% (n = 220,000); in the data active = response below about 60% or above about 140%; inactive = in between;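 note: Galphao activated as the GDP aluminium fluoride complex binding bead-coupled RGS8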
# Bim-Mcl-1: inhibitors of Bim peptide binding to Mcl-1, primary screen, biochemical, bead-based flow cytometry, multiplex. actives 0.1% (n = 190,000). inhibition, % at 10 µM. Induced myeloid leukemia cell differentiation protein Mcl-1 (Homo sapiens), Q07820. Bim peptide-Mcl-1 binding; in the data active = inhibition above about 40%;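 note: 0% = no compound tracer wells and 100% = peptide blocker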
# Numbers without * were called inactive; ? = inconclusive; nt = no result given; [ ] = dose if it differs, or a comment.
# Every second line gives: GSH bead fluor	Avidin fluor	Mcl1-Noxa inh	RGS4-Gao reg	RGS7-Gao reg	Pf gametocyte	ABCB1 inh	ABCG2 block	Mcl1-Bid inh	RGS8-Gao reg	Bim-Mcl-1
1	Cc1cccc(Nc2nc(N)c([N+](=O)[O-])c(NCc3ccccc3)n2)c1
    nt	8	-20	109	?	-3	nt	nt	-3	106	nt
2	CC1CCC(=NNC(=O)Cc2cccn2C)CC1 (stereo unspecified)
    19	6	-7	94	77	-5	0.2	0	-74	84	-1
3	COc1cc(C(=O)C(=O)c2cc(OC)c(O)c(OC)c2)cc(OC)c1O
    nt	3	-6	113	?	nt	nt	nt	-30	105	nt
4	CCOc1cc(CNc2ccc3[nH]c(=O)[nH]c3c2)ccc1OCC(=O)NC(C)(C)C
    9	17	44	95	107	-16	0.5	4	-11	96	3
5	O=C(N/N=C/c1ccncc1)c1cc(Br)ccc1OCc1ccccc1
    11	10	7	100	101	6	2.9	23	8	98	-7
6	CC(=O)Nc1cccc(-n2nnc(SCC(=O)N(C)c3ccccc3)n2)c1
    nt	3	3	102	?	21	nt	nt	-3	100	nt
7	N#Cc1ccc(/C=C/C(=O)c2ccc3c(c2)OCO3)cc1
    12	11	16	102	100	-14	0.2	1	-14	102	0
8	CNC(=O)C1CC(=O)N(c2ccc(C)cc2)C1 (stereo unspecified)
    38	11	nt	100	100	-21	-0.2	0	-7	101	0
9	COc1ccc(OC)c(NC(=O)CCN2CCCCC2)c1
    40	13	3	101	98	nt	0.1	2	-37	104	0
10	O=C(NCc1ccncc1)C(=O)NCC1OCCCN1S(=O)(=O)c1ccccc1 (stereo unspecified)
    10	1	4	91	93	4	0.1	0	-22	75	-5
11	Cc1cc2ncn(C(=O)c3c(-c4ccccc4)noc3C)c2cc1C
    30	11	25	100	97	nt	0.5	3	8	99	-1
12	O=C(Nc1ccc(Cl)cn1)Nc1ccccc1Cl
    10	5	-18	101	101	11	-0.1	1	-9	99	12
13	Cc1ccc(S(=O)(=O)N(CCC#N)C2CCCCC2)c2nsnc12
    24	8	-4	90	96	-10	2.5	10	7	76	-2
14	CCc1c(C)nc2ncnn2c1N1CCC(C(=O)NCc2ccc3c(c2)OCO3)CC1
    57	7	-6	100	100	nt	-0.2	0	9	98	0
15	CC(=Nc1ccccc1)Nc1ccccc1
    38	2	10	144	125	nt	0.6	3	-19	159*[activator]	0
16	COc1ccc(Cc2c(O)nc(SCC(=O)N3CCOCC3)[nH]c2=O)cc1
    nt	8	-3	94	?	-6	nt	nt	-5	96	nt
17	CS(=O)c1ccccc1COC(=O)Nc1ccccc1 (stereo unspecified)
    20	10	8	109	111	nt	0.1	1	-7	105	0
18	CC(=O)c1ccc(N2CCN(C(=O)Nc3ccc(F)cc3)CC2)cc1
    17	9	-5	101	99	nt	0.6	2	-24	99	0
19	O=C1CCCCC1S(=O)(=O)c1ccccc1 (stereo unspecified)
    5	2	5	98	99	12	0.1	-2	-25	99	-1
20	CN(Cc1cc(=O)n2ccsc2n1)C1CCCCC1
    14	8	-4	99	?	-7	-0.3	1	-8	100	9
21	CCc1ccc(C(=O)NC(=S)Nc2ccc3c(c2)OCCO3)cc1
    10	25	8	100	101	nt	-0.6	20	-26	102	-11
22	O=C(NCc1cccnc1)C(=O)Nc1nc(-c2ccccc2)cs1
    nt	6	-6	81	?	13	nt	nt	-16	93	nt
23	NNC(=O)c1cc(Cl)ccc1Cl
    11	5	18	100	98	nt	0.1	2	4	103	-5
24	Cc1cc(C)n2nc(SCC(=O)c3cccs3)nc2n1
    16	8	11	98	?	nt	-0.2	8	-27	100	-1
25	CCc1ccc(OCC(=O)NNC(=O)CSc2ncnc3sc(C)c(C)c23)cc1
    8	30	-54	91	92	nt	0.2	1	12	100	0
26	Cc1nc2sc(-c3ccccc3)nn2c(=O)c1Br
    21	12	26	98	96	0	-3.8	3	6	103	-1
27	CCCn1c(=O)c2c(C(F)(F)F)cc(-c3cccs3)nc2n(CCC)c1=O
    10	21	0	97	96	9	0.4	49	-2	96	-4
28	Cc1ccsc1/C=N\NC(=O)Cn1nnc2ccccc21
    15	22	8	99	100	nt	2.9	17	-12	100	-3
29	Oc1ccc2ccccc2c1/C=N/c1nc2c(s1)CCCC2
    18	12	8	100	99	nt	0.6	1	-54	98	0
30	CCOC(=O)N1CCN(Cc2cn3ccccc3n2)CC1
    27	17	8	98	100	-2	0.1	-1	56*	99	-6

# (cont.)
# Every second line gives: GSH bead fluor	Avidin fluor	Mcl1-Noxa inh	RGS4-Gao reg	RGS7-Gao reg	Pf gametocyte	ABCB1 inh	ABCG2 block	Mcl1-Bid inh	RGS8-Gao reg	Bim-Mcl-1
31	CC1(C)C=C2[C@H]3CC[C@@H]4[C@@]5(C)CCC(=O)C(C)(C)[C@@H]5CC[C@@]4(C)[C@]3(C)CC[C@@]2(C(=O)O)CC1
    19	10	-34	119	114	9	0.7	2	-16	134	2
32	CNC(=O)NC(=O)COC(=O)c1ccccc1OCc1ccccc1
    13	11	54*	102	?	4	0.9	8	-13	102	-2
33	CN(C)c1cccc(C(=O)NCc2ccccc2Cl)c1
    16	10	17	99	?	nt	1.5	18	-45	97	-2
34	Cc1ccc(NC2=C(Cl)C(=O)c3ccccc3C2=O)cc1
    15	6	20	86	88	2	0.4	10	-3	88	23
35	CCOC(=O)C1(CC2CC2)CCN(Cc2cn(C)c3ccccc23)CC1
    13	11	-7	100	100	nt	1.2	3	-41	102	-1
36	CCC(=O)Nc1ccc(Cl)c(NC(=S)NC(C)=O)c1
    17	8	0	98	?	-11	0.7	6	-34	100	0
37	Cc1ccccc1CN1C(=O)C(O)(CC(=O)c2ccncc2)c2ccccc21 (stereo unspecified)
    15	6	-10	99	99	nt	0.9	23	-23	100	0
38	CN(Cc1ccccc1)C(=O)c1ccccc1C(=O)O
    13	9	8	103	?	nt	-0.3	1	-8	102	-2
39	Cc1cccc(NC(=O)c2cc3c(=O)n4ccccc4nc3n(CC(C)C)c2=N)c1
    11	22	-5	99	98	nt	-0.6	1	-12	104	-2
40	COCCCN1C(=O)/C(=C\c2cccs2)C(C(=O)OC)=C1C
    13	12	1	99	95	-13	0.3	7	-21	99	0
41	Nc1c(-c2cccs2)cnn1-c1nc(-c2ccc(F)cc2)cs1
    15	16	-4	100	99	-10	0.1	1	-23	103	0
42	CCC1CCCCN1CCCNC(=O)CCCOc1cc(=O)n(C)c2ccccc12 (stereo unspecified)
    14	10	-1	95	95	7	-0.1	0	-24	99	0
43	O=C(O)c1cc(NS(=O)(=O)c2ccc(N3CCOCC3)c([N+](=O)[O-])c2)cc(C(=O)O)c1
    10	10	14	94	90	nt	0.8	13	2	77	-2
44	CCOC(=O)C1C(=O)C=C(c2cccs2)CC1c1ccccc1 (stereo unspecified)
    11	9	0	108	109	nt	1.1	6	8	108	17
45	CCn1nc(C)cc1-c1nnc(SCC(=O)Nc2ccccc2)n1CCCOC
    nt	6	-3	99	?	-10	nt	nt	-7	98	nt
46	CCOC(=O)c1ccc(S(=O)(=O)NNC(=O)COc2ccccc2C)cc1
    10	6	-8	99	97	-4	0.1	1	-19	99	-1
47	O=C(O)/C=C\c1ccccc1Oc1ccc(F)cc1
    70	89*	3	127	167*[activator]	8	0.0	13	1	100	-1
48	C/C=C/C=N/Nc1nc(C)cc(=O)[nH]1
    74	12	-7	100	98	27	0.1	-1	-16	99	-3
49	CCCCNCc1nc2ccccc2c(=O)[nH]1
    15	10	4	100	100	-6	1.0	10	-3	100	-5
50	O=S(=O)(NCc1cc(-c2ccccc2)no1)c1ccccc1Cl
    7	27	4	99	99	nt	0.2	0	-7	100	0
51	Brc1ccc(CN2C3=NCCCN3c3ccccc32)cc1
    10	6	16	96	96	-3	0.1	1	-16	98	-3
52	CC(C)Cn1c(SCC(=O)N2CC(=O)Nc3ccccc32)nc2ccccc21
    10	3	6	90	92	-9	2.2	13	20	80	-6
53	Cc1nnc(SCc2cc([N+](=O)[O-])cc3c2OCOC3)n(N)c1=O
    14	12	16	98	99	-27	0.2	1	-2	100	-1
54	COc1cccc2cc(C(=O)NCc3ccccn3)c(=O)oc12
    17	8	5	101	100	nt	0.1	0	-8	104	0

# 11 entries already listed, ordered by SMILES length, largest number first.
# Every second line gives: GSH bead fluor	Avidin fluor	Mcl1-Noxa inh	RGS4-Gao reg	RGS7-Gao reg	Pf gametocyte	ABCB1 inh	ABCG2 block	Mcl1-Bid inh	RGS8-Gao reg	Bim-Mcl-1
31	CC1(C)C=C2[C@H]3CC[C@@H]4[C@@]5(C)CCC(=O)C(C)(C)[C@@H]5CC[C@@]4(C)[C@]3(C)CC[C@@]2(C(=O)O)CC1
    19	10	-34	119	114	9	0.7	2	-16	134	2
43	O=C(O)c1cc(NS(=O)(=O)c2ccc(N3CCOCC3)c([N+](=O)[O-])c2)cc(C(=O)O)c1
    10	10	14	94	90	nt	0.8	13	2	77	-2
39	Cc1cccc(NC(=O)c2cc3c(=O)n4ccccc4nc3n(CC(C)C)c2=N)c1
    11	22	-5	99	98	nt	-0.6	1	-12	104	-2
37	Cc1ccccc1CN1C(=O)C(O)(CC(=O)c2ccncc2)c2ccccc21 (stereo unspecified)
    15	6	-10	99	99	nt	0.9	23	-23	100	0
42	CCC1CCCCN1CCCNC(=O)CCCOc1cc(=O)n(C)c2ccccc12 (stereo unspecified)
    14	10	-1	95	95	7	-0.1	0	-24	99	0
45	CCn1nc(C)cc1-c1nnc(SCC(=O)Nc2ccccc2)n1CCCOC
    nt	6	-3	99	?	-10	nt	nt	-7	98	nt
44	CCOC(=O)C1C(=O)C=C(c2cccs2)CC1c1ccccc1 (stereo unspecified)
    11	9	0	108	109	nt	1.1	6	8	108	17
51	Brc1ccc(CN2C3=NCCCN3c3ccccc32)cc1
    10	6	16	96	96	-3	0.1	1	-16	98	-3
38	CN(Cc1ccccc1)C(=O)c1ccccc1C(=O)O
    13	9	8	103	?	nt	-0.3	1	-8	102	-2
47	O=C(O)/C=C\c1ccccc1Oc1ccc(F)cc1
    70	89*	3	127	167*[activator]	8	0.0	13	1	100	-1
49	CCCCNCc1nc2ccccc2c(=O)[nH]1
    15	10	4	100	100	-6	1.0	10	-3	100	-5

# Source: PubChem (several laboratories)
